ATXN2 expr inh – inhibitors of ATXN2 expression; Potency, µM (series often up to 57 µM), for inactives: at the top dose activity change, negative = inhibition, usual class: inhibitors; HEK-293 ATXN2-luciferase reporter, luminescence, 24 h; 0.72% of 360,000 active; AID 1745845; also: % is scaled to controls: 0 for no effect and ±100 for the full control effect; nearly all actives have a fitted effect of over 55% in size
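qHTS (up to 57 uM final) was run with 24 h compound exposure of reporter cells at 37 °C. Each well was multiplexed: SteadyGlo luminescence measured ATXN2-luciferase expression after a fluorogenic Gly-Phe-AFC viability readout (25 uM final).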
HepG2 tox – counter-screen for TGF-b inhibitors: cytotoxicity in HepG2 cells | 0.76% of 410,000 active | HepG2 CAGA-GFP viability, ATP luminescence, 18 h | Potency, µM (titrated, usually from 46.1 µM), without a hit: at the top dose activity change, negative = cytotoxicity, actives largely listed as cytotoxic; also: some results filed as inactive show a strong effect at the top dose
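CellTiter-Glo luminescence gave cytotoxicity after 18 hours at 37 degrees C. The cells were HepG2 CAGA-GFP in 1% FBS DMEM, stimulated with 500 pg/mL TGF-beta after compound addition. %Activity was normalised to no-cell wells (complete cell-killing) and DMSO (no toxicity), and curves were fitted and classified.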
EPAC2 antag – antagonists of human EPAC2 | EPAC2 GEF exchange of Rap1B-BODIPY-GDP, fluorescence | Potency, µM (series often up to 114 µM), for inactives: top-dose activity, negative = inhibition, actives largely listed as inhibitors | 0.18% of 360,000 active; also: % is scaled to controls: 0 for no effect and ±100 for the full control effect; nearly all actives have a fitted effect of over 45% in size; many of its hits are not listed in these tables
Target sequence (Q8WZA2 whole entry, looked up): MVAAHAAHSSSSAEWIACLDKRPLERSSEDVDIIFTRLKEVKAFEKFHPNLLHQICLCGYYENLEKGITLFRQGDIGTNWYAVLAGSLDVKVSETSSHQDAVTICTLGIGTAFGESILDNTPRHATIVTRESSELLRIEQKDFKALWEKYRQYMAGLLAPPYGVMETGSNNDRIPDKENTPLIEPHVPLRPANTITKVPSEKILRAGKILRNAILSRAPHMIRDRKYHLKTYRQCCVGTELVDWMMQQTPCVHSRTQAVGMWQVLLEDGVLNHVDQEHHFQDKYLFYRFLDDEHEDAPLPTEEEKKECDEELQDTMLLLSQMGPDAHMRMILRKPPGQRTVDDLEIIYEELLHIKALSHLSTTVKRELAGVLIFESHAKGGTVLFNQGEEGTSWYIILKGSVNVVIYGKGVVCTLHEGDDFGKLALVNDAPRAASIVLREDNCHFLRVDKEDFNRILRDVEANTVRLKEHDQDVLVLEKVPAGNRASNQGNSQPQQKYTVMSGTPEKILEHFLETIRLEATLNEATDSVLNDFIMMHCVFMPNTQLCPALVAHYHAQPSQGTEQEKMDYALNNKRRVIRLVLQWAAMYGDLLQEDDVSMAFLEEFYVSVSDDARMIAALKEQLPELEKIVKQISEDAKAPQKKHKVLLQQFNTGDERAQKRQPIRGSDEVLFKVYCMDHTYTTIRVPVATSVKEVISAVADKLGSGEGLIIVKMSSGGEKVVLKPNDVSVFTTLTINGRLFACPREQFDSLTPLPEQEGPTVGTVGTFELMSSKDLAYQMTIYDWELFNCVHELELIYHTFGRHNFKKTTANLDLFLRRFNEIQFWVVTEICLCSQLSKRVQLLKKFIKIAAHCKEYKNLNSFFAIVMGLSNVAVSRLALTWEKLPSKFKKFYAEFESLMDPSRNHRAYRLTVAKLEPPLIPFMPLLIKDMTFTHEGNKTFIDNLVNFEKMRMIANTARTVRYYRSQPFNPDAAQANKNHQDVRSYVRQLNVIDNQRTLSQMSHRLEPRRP
Nrf2 inh – blocks Nrf2 signaling. 2.1% of 360,000 active. A549 ARE-Fluc reporter, luciferase luminescence, 18-24 h. Potency, µM (top dose mostly 46 µM), inactives show at the top dose activity change, negative = inhibition, most hits filed as inhibitors. AID 504444; also: % is scaled to controls: 0 for no effect and ±100 for the full control effect; nearly all actives have a fitted effect of over 60% in size
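Concentration-response testing used A549 ARE_Fluc cells at 5000 cells/well. Following an 18-24 h compound incubation, viability was read by fluorescence (Ex 405/Em 525) and luciferase output by luminescence.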
Nrf2 ARE act – Nrf2 pathway activation. AREc32 ARE-luciferase reporter (MCF7-derived line), luminescence, 24 h. Potency, µM (doses to about 46.1 µM), for the others: top-dose activation, usual class: activators. 0.31% of 410,000 active. AID 624171; also: % of control where 0% means no effect; nearly all actives have a fitted effect of over 65% in size
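Luciferase luminescence (Steady-Glo, 30 min at room temperature) served as the read-out of ARE activation in AREc32 cells treated with compounds for 24 hr at 37 deg C.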
MCF10A rereplic – DNA re-replication induction in MCF 10a cells; MCF 10A DNA re-replication, Hoechst nuclear intensity, 48 h; Potency, µM (titrated, usually from 46.1 µM), for inactives: top-dose activity, positive = re-replication, hits mostly activators; 2.9% of 350,000 active; AID 624296; also: % of control where 0% means no effect; nearly all actives have a fitted effect of over 50% in size
A549 viability – kills or reduces viability of A549 cells in Nrf2 counter-screen; A549 ARE-Fluc cells, CellTiter-Fluor viability, 18-24 h; Potency, µM (doses to about 46 µM), for inactives: top-dose activity change, negative = cytotoxicity, actives largely listed as inhibitors; 0.16% of 390,000 active; AID 504648; also: % is scaled to controls: 0 for no effect and ±100 for the full control effect
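A549 ARE_Fluc cells in 5% FBS OPTI-MEM were exposed to compounds in concentration-response for 18-24 h at 37 deg C. Viability was read by CellTiter-Fluor fluorescence (Ex 405/Em 525) after 30 min, before the luciferase read.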
S2 tox – reduces viability in counter-screen for ATXN expression inhibitors; S2 cells (HEK-293 line with an ATXN2-luciferase reporter) viability, CellTiter-Fluor protease fluorescence, 24 h; Potency, µM (top dose mostly 56.7 µM), most hits filed as cytotoxic; 0.49% of 400,000 active; AID 651635; also: nearly all actives have a fitted effect of over 40% in size
TGFb inhibitor – blocks TGF-b signaling; HepG2 CAGA-GFP TGF-b/SMAD3 reporter, GFP fluorescence, 18 h; TGF-beta stimulated, 500 pg/mL final; Potency, µM (doses to about 46.1 µM), for the others: at the top dose activity, negative = inhibition, hits mostly inhibitors; 1.2% of 410,000 active; AID 588855; also: % is scaled to controls: 0 for no effect and ±100 for the full control effect; nearly all actives have a fitted effect of over 65% in size
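Smad-responsive CAGA-GFP expression was quantified in HEPG2 cells exposed to compounds and 500 pg/mL final TGF-beta for 18 h at 37 degrees C; unstimulated wells defined full inhibition.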
Numbers without * were called inactive; i = inactive; ? = inconclusive; · = not tested or not shown; & = joins results of further samples; [ ] = remark or other dose. Calls follow the shape of the dose curve; as a rule, active = well fitted curve in the direction sought with a large enough effect; inconclusive = small, poorly fitted or top-dose-only effect, or another doubt; inactive = no such curve, though single readings can be large; an effect the other way counts as inactive or inconclusive. Potency is read from the fitted curve at half-maximal effect. A portion of the library. The share of hits here may be higher or lower than overall.

SMILES | ATXN2 expr inh | HepG2 tox | EPAC2 antag | Nrf2 inh | Nrf2 ARE act | MCF10A rereplic | A549 viability | S2 tox | TGFb inhibitor
COc1ccc(CN2CCCC(CO)(Cc3cccc(Cl)c3)C2)cc1OC (configuration not stated) | 0% | -48% | 1% | -20% | 0.0% | 1% | 0% | i | -27%
COc1ccc(NC(=O)C2CC(=O)NC3=C2C(=O)CC(C)(C)C3)cc1 (configuration not stated) | 2% | 2% | 14% | 4% | 0.1% | -7% | -17% | i | -1%
Cc1cc(Br)c(OCC(=O)NN)c2c1CCC2 | -26% | 34% | -4% | 11% | 0.2% | 15µM* | 8% | i | 35%[activator]
Cc1nc(N2CCC(C)CC2)c2c(C)c(C(=O)Nc3ccccc3C(F)(F)F)sc2n1 | -3% | 6% | -4% | -13% | -0.2% | 9.2µM* | 10% | i | -12%
CC(NC(=O)c1ccc(C(=O)c2ccccc2)cc1)c1ccc(S(N)(=O)=O)cc1 (configuration not stated) | -8% | -12% | -17% | -20% | -0.2% | 16% | -2% | i | -9%
O=C(C=C(O)c1ccc(Cl)cc1)C(=O)NNC(=O)C(O)(c1ccccc1)c1ccccc1 | -8% | -7% | -4% | 23% | -0.2% | ? | -2% | i | -17%
COc1ccc(NC(=O)N2c3ccc(OC)cc3C(C)=CC2(C)C)cc1 | · | -41% | 2%[57.1 µM] | 13% | ? | 21µM* | ? | i | ?
CC1(C)CC(=O)C(N=Nc2ccc(Cl)cc2)=C(O)C1 | 1% | -87% | 8% | ? | 0.4% | 3% | 4% | i | 2%
COc1ccc(CNC(=O)COC(=O)[C@H](Cc2ccccc2)NC(=O)c2cccs2)cc1 | -4% | -7% | -22% | 6% | -1.0% | 7% | -2% | i | 1%
Cc1sc(NC(=O)c2ccc(Cl)s2)c(C(N)=O)c1C | 128%[activator] | -38% | 2% | · | 9.7% | ? | 4% | i | 1%
CCC[C@@H]1CCCO[C@@](C(=O)NCCN2CCOCC2)(C(F)(F)F)C1 | 15% | -33%&-5% | -6% | 12%&14% | 0.5% | 12% | -2%&-1% | i | -5%&-5%
COc1cc(OC)c(C=O)c(OC(=O)N2CCOCC2)c1 | -7% | -20% | 1% | -8% | 0.3% | -2% | -13% | ? | 0%
O=C(Nc1nccs1)c1cccc(S(=O)(=O)N2CCOCC2)c1 | 7% | 1% | 5% | · | 0.0% | -1% | -1% | i | ?
CCc1sc(N)nc1-c1ccccc1 | 8% | -18% | 2% | 7% | 2.1% | -5% | -11% | i | 3%
Cc1ccc2oc(=O)c3cc(C(=O)NCCN4CCc5ccccc5C4)sc3c2c1 | 1% | 13% | -13% | -2% | 5.9% | 8% | 3% | i | 44%[activator]
Cc1ccc(SCC(=O)OCC(=O)NC(C)c2ccc(Br)cc2)cc1 (configuration not stated) | 3% | -53% | -21% | 20% | -0.4% | 0% | -5% | i | ?
COc1ccc2nc(CCN(C)C(=O)C3CCC(=O)N(Cc4cccc(F)c4)C3)[nH]c2c1 (configuration not stated) | 9% | 0% | -4% | 4% | 0.1% | 3% | -1% | i | 3%
COC(C(=O)NNC(=O)CCc1ccccc1)c1ccccc1 (configuration not stated) | -1%[11.3 µM] | 0% | 8% | 10% | 0.1% | 0% | 1% | i | -6%
Cc1nc(SCC(=O)NC2CCCC2)c2c(C)c(C)sc2n1 | -22% | -11% | 11% | -16% | 0.4% | ? | 3% | i | 1%
Cc1ccc(N(C)C(=O)c2cc(S(=O)(=O)N3CCc4ccccc43)cn2C)cc1 | -12% | -13% | -28% | 11% | -0.3% | ? | 20% | i | -7%
COc1ccc(C)cc1NC(=O)Nc1ccccc1SC | -17% | -37% | 2% | 1% | 0.0% | -1% | 2% | i | -9%
COc1ccc(NC(=O)CSc2nc3c(oc4ccccc43)c(=O)n2Cc2ccco2)cc1Cl | · | -23% | · | ? | -0.3% | · | -11% | · | -18%
CCN(CC)S(=O)(=O)c1ccc(NC(=O)c2c(-c3ccccc3)noc2C)cc1 | -7% | -7% | 8% | ? | 0.1% | ? | -2% | i | -10%
COc1ccc(CCNC(=O)C2CC=CCC2C(=O)O)cc1 (configuration not stated) | 14% | 8% | 7% | -2% | 0.1% | 11% | 2% | i | -7%
CCCOc1ccc(Cn2c(C)nc([N+](=O)[O-])c2SCC(O)COC)cc1[N+](=O)[O-] (configuration not stated) | 0% | 0% | 0% | -10% | 6.5% | 1% | -1% | i | -1%

Carrying on.
SMILES | ATXN2 expr inh | HepG2 tox | EPAC2 antag | Nrf2 inh | Nrf2 ARE act | MCF10A rereplic | A549 viability | S2 tox | TGFb inhibitor
COc1ccc(N2CCN(S(=O)(=O)c3c[nH]c(=O)[nH]c3=O)CC2)cc1 | -5% | 9% | -2% | 1% | -0.2% | -2% | -2% | i | 1%
O=C(COC(=O)c1ccc(F)cc1)Nc1ccc(Cl)cn1 | -3% | 12% | -1% | 3% | -0.4% | -2% | -2% | i | -1%
CCOc1ccc(-c2c(C(=O)N/N=C/c3sccc3C)nnn2-c2nonc2N)cc1 | -17% | 1% | -5% | -5% | -1.3% | 7% | -7% | ? | -9%
Nc1cc2c(cc1Br)-c1ccc(F)cc1C2O (configuration not stated) | 0% | -1% | 12% | 12% | 6.4% | 5% | 1% | ? | 0%
O=C(NCCCN1CCN(CCCNC(=O)c2ccccc2F)CC1)c1ccccc1F | 4% | 3% | 10% | ? | 4.6% | 19% | 8% | i | 2%
Cc1c(C)n(Cc2ccccc2)c2ccc(C(=O)NCc3ccco3)cc12 | · | -43% | · | 11% | 5.0% | · | -14% | · | -17%
O=C(COc1ccccc1C(=O)NCC1CCCO1)Nc1ccc(Br)cc1 (configuration not stated) | -18% | -14% | -6% | -14% | 0.6% | 4% | 1% | i | -20%
COc1ccc(NC2CCCN(C(=O)CCN3CCCC3=O)C2)cc1OC (configuration not stated) | -6% | -24% | 1% | 5% | 0.3% | 1% | -11% | ? | 0%
COc1ccc(-c2nnn(CC(=O)N(CC(=O)NC3CCCC3)c3cccc(C)c3)n2)cc1OC | -4% | 5% | 3% | ? | -0.5% | -2% | 3%[1.84 µM] | i | -1%
C[C@@H](NC(=O)[C@@H]1CCCN1C(=O)[C@@H]1CCCN1C(=O)c1cccc(Cl)c1)c1ccccc1 | 4% | · | 1% | · | -0.6% | · | · | ? | ·
Nc1c(C(=O)NCCc2ccccc2)nnn1Cc1ccc(Cl)cc1 | 3% | -14% | -1% | -3% | 0.0% | 5% | -3% | i | -6%
Cc1ccccc1NC(=O)/C(C#N)=C/c1ccsc1 | 15% | -12% | -1% | 7% | ? | ? | 0% | i | 3%
CN(C(=O)c1cccc(NC(=O)Cc2ccc(NC(=O)C3CCCN(C(=O)C4CCCC4)C3)cc2)c1)C1CCCCC1 (configuration not stated) | -14% | -1% | 6% | ? | 5.7% | ? | -14% | ? | ?
O=C(O)[C@H]1CCCC[C@H]1C(=O)Nc1ccc(S(=O)(=O)N2CCCCC2)cc1 | 10% | 2% | 3% | -1% | 0.1% | -7% | 0% | i | 7%
Cc1ccccc1S(=O)(=O)Cc1ccc(C(=O)NCCCN(C)Cc2ccccc2)o1 | -2% | -17% | 7% | 4% | -0.4% | 6% | 0% | i | -17%
CCCCn1c(N)c(N(CCC(C)C)C(=O)COC(=O)c2cccnc2Cl)c(=O)[nH]c1=O | -4% | -13% | 5% | -21% | -0.6% | 30% | 1% | i | -1%
S=C(NCc1cccs1)Nc1ccc(Br)cc1Cl | -3% | -38% | -9% | 22% | 5.5% | 13% | 13% | i | ?
O=C(NCc1ccc(F)cc1)c1cc(C2CCCCN2C(=O)CCCc2ccccc2)on1 (configuration not stated) | -11% | -25% | 4% | · | 1.1% | · | · | ? | -1%
O=C(OCc1ccc([N+](=O)[O-])cc1)c1cc(S(=O)(=O)N2CCCCC2)ccc1N1CCOCC1 | -17% | 3% | 13% | ? | 0.3% | 13% | -8% | i | -4%
CCCC(=O)N1c2ccccc2NC2=C(C(=O)CCC2)C1c1ccc(F)cc1 (configuration not stated) | 1% | 0% | 5% | -10% | -0.1% | 1% | 0% | ? | 13%
Cc1ccccc1CNC(=O)CCc1cn(Cc2ccccc2C)c2ccccc12 | · | -27% | · | -3% | 0.1% | · | 16% | · | -25%
CCN(CC)C(=O)Cn1cc(C(=O)C(=O)NCCCN2CCOCC2)c2ccccc21 | 1% | -16% | 21% | 11% | 0.0% | 4% | -11% | i | -19%
Cc1cc(C)cc(NC(=O)C2CCN(S(=O)(=O)c3cccc(-c4noc(C)n4)c3)CC2)c1 | -22% | 0% | · | · | 1.1% | · | -25% | i | ?
CCn1cc([N+](=O)[O-])c(C(=O)Nc2ccn(C34CC5CC(CC(C5)C3)C4)n2)n1 | 0% | -14% | 3% | -15% | 0.0% | 16% | -2% | ? | ?
Cc1cc2nc(N=C(N)N)nc(C)c2cc1C | · | 1% | -6%[57.1 µM] | -9% | -1.3% | ? | -6% | ? | -11%
CCN(CC)Cc1c(C(=O)N/N=C/c2cccnc2)nnn1-c1nonc1N | -1% | 2% | 6% | -11% | -0.4% | -3% | -24% | i | 1%
COC(=O)c1sc(NC(=O)c2cnccn2)c(C(=O)OC)c1C | 6% | -21% | 0% | -6% | 0.1% | 0% | -5% | i | -13%
O=C(Nc1ccccc1)Nc1cccc(Cl)c1 | -15% | -42% | -1% | · | 3.6% | -21% | 4% | i | -4%
CC(OC(=O)Cn1cnc2c1c(=O)n(C)c(=O)n2C)C(=O)Nc1ccc(Cl)cc1 (configuration not stated) | -3% | -11% | -11% | 4% | 0.2% | -5% | 6% | · | -5%

Two records drawn at random from the list so far:
SMILES | ATXN2 expr inh | HepG2 tox | EPAC2 antag | Nrf2 inh | Nrf2 ARE act | MCF10A rereplic | A549 viability | S2 tox | TGFb inhibitor
C[C@@H](NC(=O)[C@@H]1CCCN1C(=O)[C@@H]1CCCN1C(=O)c1cccc(Cl)c1)c1ccccc1 | 4% | · | 1% | · | -0.6% | · | · | ? | ·
O=C(NCc1ccc(F)cc1)c1cc(C2CCCCN2C(=O)CCCc2ccccc2)on1 (configuration not stated) | -11% | -25% | 4% | · | 1.1% | · | · | ? | -1%
